Compound activity as filed in PubChem.
SW480 rereplic: induces DNA re-replication in SW480 colon adenocarcinoma cells | SW480 DNA re-replication, Hoechst DNA content imaging, 48 h | Potency, µM (highest dose often 46.1 µM), for inactives: top-dose re-replication activation, most hits filed as activators | AID 624297 | hit rate 1.8% among 340,000; note: potency is the fitted concentration of half-maximal effect; % of control where 0% means no effect; nearly all actives have a fitted effect of over 55% in size
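DNA re-replication was detected as more nuclei of elevated Hoechst intensity after 48 hr exposure to compound (23 nL pinned per well of 250 cells).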
DRD3 agonist: activates the human D3 dopamine receptor; max activation, %; hit rate 0.58% among 410,000; D3R DiscoveRx beta-arrestin cells, luminescence, 90 min; AID 652048; P35462; in the data active = max activation above about 30%; note: 0% is about no effect; mostly tested at two doses, the higher about 12 µM
Target sequence (P35462 whole entry, looked up): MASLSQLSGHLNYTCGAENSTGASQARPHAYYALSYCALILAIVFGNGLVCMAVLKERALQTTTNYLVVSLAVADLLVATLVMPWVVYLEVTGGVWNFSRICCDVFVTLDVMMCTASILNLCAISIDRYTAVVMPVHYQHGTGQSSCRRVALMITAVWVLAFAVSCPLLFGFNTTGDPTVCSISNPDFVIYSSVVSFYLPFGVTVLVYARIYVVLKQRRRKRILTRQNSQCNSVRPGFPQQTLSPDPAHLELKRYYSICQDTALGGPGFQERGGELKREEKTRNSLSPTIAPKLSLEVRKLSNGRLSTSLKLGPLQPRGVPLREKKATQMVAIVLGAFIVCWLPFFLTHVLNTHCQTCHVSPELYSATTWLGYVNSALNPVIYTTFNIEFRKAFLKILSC
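Cells at 1500/well, incubated overnight, then treated with pinned compounds (dopamine as control) for 90 min at 37 degrees C. DiscoveRx reagent added for 30 - 60 minutes at room temperature; luminescence read.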
HT1080NT lethal: kills 2HG-producing HT-1080-NT fibrosarcoma cells; HT-1080-NT fibrosarcoma viability, CellTiter-Glo ATP luminescence, 48 h; Potency, µM (top dose mostly 46.1 µM), inactives show at the top dose activity, negative = less viability, most hits filed as cytotoxic; hit rate 1.6% among 360,000; AID 686970;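 note: NT is the 2HG producing partner of a matched IDH1 knockdown line; potency is the fitted concentration of half-maximal effect; 0% = DMSO-treated cells and -100% = media-only wells without cells; nearly all actives have a fitted effect of over 55% in size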
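Toxicity toward the 2HG-producing NT line was scored as %Activity, normalised to DMSO and no-cell wells, from CellTiter-Glo luminescence after 48 hours' treatment.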
IL1B secr inh: inflammasome signaling inhibition, IL-1 beta readout. hit rate 4.7% among 360,000. THP-1 LPS/ATP IL-1B secretion, AlphaLISA, 16 h; active compounds read low. activity change, % at 57.5 µM. AID 743279; in the data active = activity change below about -50%; inconclusive = mostly about -30% to -49%; note: % is set by controls: 0 for no effect and ±100 for the full control effect
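THP-1 cells pretreated 1 hr with compounds (up to 57.5 uM final), then stimulated with LPS (250 ng/mL final) plus ATP (1.25 mM final); secreted IL-1B measured by AlphaLISA after 16 hr, decreased signal indicating inhibition.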
MCF10A rerep: induces DNA re-replication in MCF 10a normal breast cells; MCF 10A DNA re-replication, Hoechst nuclear intensity, 48 h; Potency, µM (series often up to 46.1 µM), for the others: at the highest dose activity, positive = re-replication, most hits filed as activators; hit rate 2.9% among 350,000; note: potency is the fitted concentration of half-maximal effect; % of control where 0% means no effect; nearly all actives have a fitted effect of over 50% in size
GLP1R cytotox: cytotoxicity counter-screen for GLP-1 receptor inverse agonists | HEK293 cAMP-luciferase reporter cells, luminescence, 24 h | Potency, µM (doses to about 38.3 µM), for inactives: top-dose activity change, negative = inhibition, usual class: inhibitors | hit rate 0.13% among 410,000 | AID 624418;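 note: loss of luciferase light is scored as toxicity; potency is the fitted concentration of half-maximal effect; % is set by controls: 0 for no effect and ±100 for the full control effect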
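Here, cytotoxicity is scored as loss of luminescence. The MLSMR collection was tested on cells seeded in medium containing 10% Nu serum, with a 24 hr compound exposure preceded by 12 hours of culture.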
KB-3-1 tox: kills parental KB-3-1 adenocarcinoma cells; KB-3-1 viability, CellTiter-Glo ATP luminescence, 72 h; Potency, µM (top dose mostly 46.1 µM), for the others: at the top dose activity change, negative = cytotoxic, actives largely listed as cytotoxic; hit rate 1.4% among 400,000; AID 1347075; note: potency is the fitted concentration of half-maximal effect; % is set by controls: 0 for no effect and ±100 for the full control effect; nearly all actives have a fitted effect of over 60% in size
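72 h, 37 °C compound treatment of KB-3-1 parental cells; CellTiter-Glo added, 10 min, luminescence read. Data corrected against DMSO-only plates and normalized before curve fitting.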
HT1080 IDH1KD tx: kills HT-1080 cells with IDH1 knockdown. HT-1080 IDH1 knockdown viability, ATP luminescence, 48 h. Potency, µM (top dose mostly 46.1 µM), for inactives: at the highest dose activity, negative = toxicity, hits mostly cytotoxic. hit rate 2% among 360,000. AID 686971;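 note: potency is the fitted concentration of half-maximal effect; 0% = DMSO wells and -100% = cell-free medium wells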
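% activity derives from luminescence (CellTiter-Glo), normalised to DMSO and no-cell wells. HT-1080-IDH1KD cells, 750/well, had 48 h compound exposure at 37 °C.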
KB-V1 cytotox: KB-V1 MDR subline cytotoxicity; Potency, µM (highest dose often 46.1 µM), for inactives: top-dose activity change, negative = cytotoxicity, most hits filed as cytotoxic; KB-V1 MDR cells viability, CellTiter-Glo, 72 h; hit rate 3.4% among 400,000; note: potency is the fitted concentration of half-maximal effect; % is set by controls: 0 for no effect and ±100 for the full control effect; nearly all actives have a fitted effect of over 60% in size
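Readout: CellTiter-Glo luminescence, 10 min after addition. Cells: KB-V1 MDR subline, 72 h at 37 degrees C with compound. Analysis: corrected, normalized data fitted to concentration-effect curves.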
Active calls of the source: *; i = inactive; ? = inconclusive; . = no result given; & = joins results of further samples; [ ] = dose if it differs, or a comment. Unless noted, calls come from the whole dose curve; as a rule, active = well fitted curve in the direction sought with a large enough effect; inconclusive = small, poorly fitted or top-dose-only effect, or another doubt; inactive = no such curve, though single readings can be large; an effect the other way counts as inactive or inconclusive.

compound,SW480 rereplic,DRD3 agonist,HT1080NT lethal,IL1B secr inh,MCF10A rerep,GLP1R cytotox,KB-3-1 tox,HT1080 IDH1KD tx,KB-V1 cytotox
Cn1cccc1C(=O)OCC(=O)NC(=O)NC1CCCCC1,-64%[inhibitor],-4,7%,0,-10%,2%,-3%,6%,-14%
CC1CCCC(NC(=O)CCNC(=O)c2ccccc2Cl)C1C (stereo not drawn),-16%,0,7%,2,0%,19%,5%,1%,7%
N#CC(=C=[N-])c1nc2ccccc2nc1-[n+]1cccc(NC(=O)c2ccccc2)c1,-39%[inhibitor],-11,29%,-24,-1%,2%,17%,-2%,0%
C[C@H](CO)N1C[C@H](C)[C@@H](CN(C)Cc2ccc(C(=O)O)cc2)Oc2ncc(Br)cc2C1=O,.,1,8%,0,.,?,15%,10%,0%
Cc1ccc(N2C(=O)c3ccccc3C2=O)nc1,3%,4,-6%,-3,0%,3%,3%,-1%,-23%
COc1cc(C)c(S(=O)(=O)Nc2ccc(CC(=O)O)cc2)cc1C,-2%,0,-6%,4,5%,6%,1%,-3%,24%
Cc1ccc(-n2nc(C)c3c(C)cc(=O)n(CC(=O)Nc4ccc(Br)cc4F)c32)cc1,.,-17,.,.,.,-3%,-9%,.,15%
O=C(NNC(=O)c1ccncc1)Nc1cccc([N+](=O)[O-])c1,-1%,-2,-2%,25,1%,1%,-13%,0%,-13%
COc1ccc2c(c1)cc1c(=O)n(CC(=O)NCCCc3ccccc3)nc(C)n12,.,1,.,.,.,-6%,12%,.,2%
O=C(COC(=O)c1c(F)cccc1F)NC(=O)NCc1ccccc1,.,-4,0%,0,.,5%,-2%,-6%,-20%
Cc1nn(Cc2ccc([N+](=O)[O-])cc2)c(=O)n1-c1ccc(Cl)cc1,-2%,3,-2%,26,-2%,2%,3%,6%,?
Cc1c(C)n(C)c2ccc(C(=O)NCCCN3CCCCC3)cc12,-14%,-2&-15,-9%,-9,5%,13%&-5%,-10%&2%,1%,?
COc1ccc(C(=O)Cn2nnc(-c3ccc(N4CCOCC4)cc3)n2)cc1OC,0%,-9,-1%,-12,10%,-2%,0%,-7%,?
Cc1ccc(C)c(CN2C(=O)CSc3ccc(C(=O)NCCN4CCOCC4)cc32)c1,0%,4,-1%,-4,0%,-1%,2%,9%,-31%
COC(=O)CCCCCNC(=S)Nc1ccc2[nH]c(=O)[nH]c2c1,-5%,2,15%,52,-11%,?,12%,13%,0%
Cc1ccc(N2CC(C(=O)Nc3ccc(N(C)C)cc3)CC2=O)cc1C (stereo not drawn),0%,-1,2%,-15,-2%,6%,-2%,4%,4%
CC1CCCCN1CCn1cnc2c([nH]c3ccccc32)c1=O (stereo not drawn),2%,-9,12%,8,6%,-2%,-9%,1%,-23%
C=CCSc1nnc(CC(OC)OC)n1-c1ccccc1,0%,1,6%,39,1%,-9%,-5%,7%,-1%
Cc1ccn2cc(-c3ccc(O)c(O)c3)nc2c1,-3%,0,-18%,48,0%,-15%,-1%,-3%,9%
CCOc1ccccc1Nc1nnc(SCC(=O)Nc2nc(-c3ccc(OC)cc3)cs2)s1,0%,-3,-5%,7,0%,3%,-2%,9%,-18%

Compound profiles, as listed above. Screens in order: SW480 rereplic | DRD3 agonist | HT1080NT lethal | IL1B secr inh | MCF10A rerep | GLP1R cytotox | KB-3-1 tox | HT1080 IDH1KD tx | KB-V1 cytotox
C[C@H](CO)N1C[C@H](C)[C@@H](CN(C)Cc2ccc(C(=O)O)cc2)Oc2ncc(Br)cc2C1=O is listed as . | 1 | 8% | 0 | . | ? | 15% | 10% | 0%
Cc1ccc(C)c(CN2C(=O)CSc3ccc(C(=O)NCCN4CCOCC4)cc32)c1 is listed as 0% | 4 | -1% | -4 | 0% | -1% | 2% | 9% | -31%

New compounds follow.
compound,SW480 rereplic,DRD3 agonist,HT1080NT lethal,IL1B secr inh,MCF10A rerep,GLP1R cytotox,KB-3-1 tox,HT1080 IDH1KD tx,KB-V1 cytotox
CCOc1cc(/C=C2\N=C(SC(C)C(N)=O)N(c3ccc(OC(F)F)cc3)C2=O)ccc1O (stereo not drawn),18µM*,-13,?,-12,10µM*,-11%,-27%,?,-11%
COCCN1C(=O)c2ccccc2C(C(=O)NCC2CCCO2)C1c1c[nH]c2ccccc12 (stereo not drawn),-3%,-3,-2%,26,-3%,-23%,-2%,-3%,5%
Cc1cc(N2CCCCC2)nc2ccc(NC(=O)c3cccc(F)c3)cc12,.,-11,.,.,.,?,?,.,?
Cc1ccccc1CCNC(=O)C1CCC(=O)N(CCc2cccc(F)c2)C1 (stereo not drawn),-2%,7,4%,5,3%,-2%,-4%,4%,-9%
CC1(C)Cc2c(sc(NC(=O)c3ccc(C(=O)c4ccccc4)cc3)c2C#N)C(C)(C)N1,-1%,-19,-13%,i,?,-3%,?,-17%,-14%
COc1cccc(OC)c1OCC(O)CN1CCN(c2ccc(F)cc2)CC1 (stereo not drawn),-4%,-15,5%,4,3%,-3%,0%,0%,0%
COc1ccccc1C=NN1C(=O)CSC1=S,-3%,3,19%,19,10%,-5%,?,14%,-1%
CCc1ccc(OCCn2c(C3CC(=O)N(Cc4ccc(F)cc4)C3)nc3ccccc32)cc1 (stereo not drawn),.,-4,.,.,.,-25%,0%,.,14%
CCN(CC)CCCNC(=O)CSc1nc(-c2ccc(F)cc2)cc(C(F)(F)F)n1,-9%,-8,-21%,-2,16%,16%,-15%,-18%,-7%
COc1ccc(-n2nnnc2C(c2cccc3ccccc23)N2CCN(C/C=C/c3ccccc3)CC2)cc1 (stereo not drawn),.,-24,-27%,-19,.,0%,0%,-24%,3%
O=C(NCc1ccco1)c1ccccc1NS(=O)(=O)c1ccc(Br)s1,-4%,3,-12%,62,?,-49%,0%,-12%,-17%
S=c1[nH]nc(Cc2cccc3ccccc23)n1-c1ccccc1,2%,-1,-3%,17,1%,-18%,4%,-6%,-10%
Cc1ccccc1CNCCCSc1nnnn1C,.,-23,.,.,.,-10%,0%,.,-18%
COc1ccc(OC)c(NC(=O)Cn2cnc3ccc(S(=O)(=O)N4CCC(C)CC4)cc3c2=O)c1,.,-7,.,.,.,3%,4%,.,14%
COc1ccc(C2=NN(C(=O)c3ccco3)C(c3ccco3)C2)cc1OC (stereo not drawn),-1%,23,-17%,-20,10%,4%,-1%,-15%,?
CN(C(=O)C1CCN(S(=O)(=O)c2cccs2)CC1)C1CCCCC1,1%,2,1%,12,2%,-10%,-7%,4%[9.24 µM],4%
COCC(=O)Nc1cc(C)cn(Cc2c(F)cccc2Cl)c1=O,25%,5,2%,15,?,-9%,5%,-2%,5%
O=C(NC1CCCC1)C(c1ccncc1)N(C(=O)Cn1nnc(-c2ccccc2F)n1)c1cccc(F)c1 (stereo not drawn),-1%,-4,7%,-7,-6%,-1%,10%,9%,19%
Cc1nnc(NC(=O)CSc2nc3c(c(=O)n(C)c(=O)n3C)n2C(C)C)s1,-1%,9,4%,54,3%,5%,3%,20%,-3%
Cc1ccc(CC(=O)N(C)CC(=O)N(CC(C)C)c2c(N)n(CC(C)C)c(=O)[nH]c2=O)cc1C,?,8,8%,8,8%,-4%,18%,0%,24%
COc1cc(NS(=O)(=O)c2cc3[nH]c(=O)[nH]c3cc2C)cc(OC)c1OC,.,2,.,.,.,2%,-5%,.,25%
CC[n+]1ccc(/C=C2\Sc3ccccc3N2CCCS(=O)(=O)[O-])c2ccccc21,-4%,1,-16%,58,1%,-2%[7.66 µM],-3%,-7%,0%
OCCCNc1c2ccccc2nc2ccccc12,?,-11,23µM*,-104*,-5%,162%[activator],8.2µM*,12µM*,?
Cc1ccc(NC(=O)COC(=O)CCOc2ccccc2C)cc1,3%,13,2%,12,-3%,-7%,8%,-1%,21%
COc1ccc(/C=N/NC(=O)CC2N=C(Cc3ccccc3)NNC2=O)cc1OC (stereo not drawn),?,-1,-2%,-21,2%,-2%,-11%,18%,-29%
O=C(Cc1ccccc1Cl)NCc1cccnc1,-7%,10,1%,13,0%,-1%,9%,0%,-12%
Cc1c(CC(=O)N2CCN(C(=O)C3COc4ccccc4O3)CC2)c(=O)oc2c(O)c(O)ccc12 (stereo not drawn),3%,41*,-26%,93,-5%,146%[activator],?,-24%,0%
COc1ccc(OC)c(-c2csc(NC(=O)c3ccc(OCC4CCCO4)cc3)n2)c1 (stereo not drawn),13%,3,-4%,26,0%,3%,-10%,-3%,-10%
Cc1ccc(S(=O)(=O)N(C)c2ccc(OCC(=O)Nc3cc(C(=O)O)ccc3Cl)cc2)cc1,3%,-7,-2%,0,1%,1%,-1%,-2%,?
COc1ccc(NCCC#N)cc1,7%,-2,6%,1,2%,-12%,2%,5%[9.24 µM],2%
NC(=O)N1N=C2/C(=C/c3ccccc3)CCCC2C1c1ccccc1 (stereo not drawn),18%,5,?,-57*,8.2µM*,0%,?,-29%,?
Cc1ccc(NC(=O)COC(=O)CCC(=O)c2ccc(C(C)(C)C)cc2)c([N+](=O)[O-])c1,-5%,4,9%,-1,6%,-1%,22%,18%,-5%
Cc1ccc(C2CC(c3cccc(C)c3)n3ncnc3N2)cc1 (stereo not drawn),-5%,-10,-9%,-10,8%,-6%,-9%,-3%,-12%
Cc1ccc(S(=O)(=O)n2c(C)nc3cc(C)ccc32)cc1,6%,8,2%,-1,3%,2%,9%,-17%,21%
